# Screening results: PubChem BioAssay, National Center for Advancing Translational Sciences (NCATS)
# RXFP1 antagonist – RXFP1 (human) relaxin receptor antagonism; activity change, negative = inhibition, % at 57.5 µM; hit rate 0.59% among 350,000; HEK293-RXFP1, relaxin-stimulated cAMP HTRF, 30 min; active compounds read low; Q9HBX9;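 active = activity change of -60% or lower, but not beyond a set lower limit; inconclusive = change between -60% and -40%, or beyond the set limit; inactive = change above -40%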
# Target sequence (Q9HBX9 whole entry, looked up): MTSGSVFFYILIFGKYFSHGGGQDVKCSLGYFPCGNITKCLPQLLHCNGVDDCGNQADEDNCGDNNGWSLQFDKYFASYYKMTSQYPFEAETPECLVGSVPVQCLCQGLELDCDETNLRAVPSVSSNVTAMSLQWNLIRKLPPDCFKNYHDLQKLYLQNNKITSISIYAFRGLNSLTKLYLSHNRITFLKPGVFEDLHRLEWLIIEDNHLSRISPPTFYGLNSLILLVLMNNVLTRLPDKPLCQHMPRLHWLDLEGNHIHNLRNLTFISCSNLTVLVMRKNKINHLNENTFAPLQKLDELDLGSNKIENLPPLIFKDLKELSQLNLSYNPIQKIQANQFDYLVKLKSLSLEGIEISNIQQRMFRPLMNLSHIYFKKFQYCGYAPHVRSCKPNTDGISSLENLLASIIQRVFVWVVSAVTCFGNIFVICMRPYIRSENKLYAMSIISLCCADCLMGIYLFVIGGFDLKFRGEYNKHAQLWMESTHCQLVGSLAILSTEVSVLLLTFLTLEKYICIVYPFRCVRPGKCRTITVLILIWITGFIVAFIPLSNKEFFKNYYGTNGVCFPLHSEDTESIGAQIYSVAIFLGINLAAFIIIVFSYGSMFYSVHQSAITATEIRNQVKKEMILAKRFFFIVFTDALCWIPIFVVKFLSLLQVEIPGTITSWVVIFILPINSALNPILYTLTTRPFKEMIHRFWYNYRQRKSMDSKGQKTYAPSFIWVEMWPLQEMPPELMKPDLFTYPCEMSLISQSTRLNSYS
# An asterisk follows results filed as active; ? = inconclusive. % is scaled to controls: 0 for no effect and ±100 for the full control effect. Some of the compounds tested; rates above refer to the full screens.
cpd	SMILES	RXFP1 antagonist
1	O=C(OCC(=O)N1CCc2ccccc21)c1ccc(Br)o1	-1
2	O=C(NCC(=O)N1CCOCC1)c1ccc(Cl)c(Cl)c1	-4
3	N#Cc1ccsc1NC(=O)COC(=O)c1ccc(Br)o1	0
4	CC(C)N1CCOC1c1ccccc1 (centres undefined)	5
5	CNC(=O)c1ccc(NC(=O)c2ccccc2OCc2c(C)noc2C)cc1	4
6	C=CCc1ccc(OCCCNC2CCCC2)c(OC)c1	-12
7	CC1CN(CC(=O)Nc2nc(-c3ccc(Cl)cc3)cs2)CC(C)O1 (centres undefined)	-13
8	CC1(C)Oc2cc3oc(C(=O)O)cc(=O)c3cc2-c2ccccc21	-10
9	CN(C)Cc1cccc(-c2ccccc2)c1O	-2
10	Cc1cccc(-c2n[nH]nc2C2=CC(=O)CC(C)(C)C2)c1	12
11	COc1ccc(CCNC(=O)c2cc(S(=O)(=O)N3CCc4ccccc43)ccc2F)cc1OC	-5
12	CN(C)CC/C=C1\c2ccccc2Sc2cc(F)c(Cl)cc21	?
13	Cc1ccc(C(=O)O)cc1NC(=O)C1CCN(S(=O)(=O)c2ccc3c(c2)OCCO3)CC1	-2
14	CCN1CCN(CC(=O)Nc2cc(S(=O)(=O)N3CCCCC3)ccc2Cl)CC1	-20
15	CCOC(=O)c1c(NC(=O)COC(=O)c2ccc(O)cc2)sc(C(=O)NC)c1C	-9
16	CCN(CC)C(=O)C1=C(C)N(Cc2ccc(F)cc2)C(=O)C(CC(=O)NCc2cccs2)C1 (centres undefined)	3
17	CC(C)(C)N1CC(C(=O)Nc2ccc(C(N)=O)cc2)CC1=O (centres undefined)	-6
18	Cn1c(=O)c2[nH]c(CN3CCCCC3)nc2n(C)c1=O	4
19	O=C1CC(c2ccc(F)cc2)CC(O)=C1C=NCCN1CCNCC1 (centres undefined)	6
20	Nc1cccc(OCCCCCOc2cccc(N)c2)c1	4
21	N#CCC(=O)NN	-4
22	O=C(Cc1ccccc1F)Nc1ccc(S(=O)(=O)N2CCCC2)cc1	-3
23	Cc1nc2c(C)cccn2c1/C(O)=C1\C(=O)C(=O)N(CCN(C)C)C1c1cccs1 (centres undefined)	-5
24	Cc1noc(C)c1COc1ccc(C(=O)N2CCC(C(N)=O)CC2)cc1	0
25	O=C(CN1CCN(CC(=O)Nc2ccc(OCc3ccccc3)cc2)CC1)Nc1ccc(F)cc1	-16
26	CCNc1nc(NC(C)(C)C)nc(N(CC)n2cnnc2)n1	-7
27	NNC(=O)Cc1cc(=O)[nH][nH]1	14
28	OCC1OC(n2cnc3c(NCc4ccccc4O)ncnc32)C(O)C1O (centres undefined)	1
29	C[C@@H]1CN([C@@H](C)CO)C(=O)c2cc(C3=CCCCC3)cnc2O[C@H]1CN(C)C(=O)Nc1cccc(F)c1	-1
30	CCCN(CCC)CCNC(=O)Cn1cnc2sc(C)c(S(=O)(=O)N3CCOCC3)c2c1=O	-11
31	CCOc1cc(/C=N/NC(=O)C(O)(c2ccccc2)c2ccccc2)ccc1OC(=O)c1ccco1	-9
32	Cc1cc(N2CCOCC2)nc(N2CCOCC2)c1C#N	6
33	Cc1cc(C)n2nc(SCC(=O)NC3(C#N)CCCCC3)nc2n1	-2
34	Cn1cccc1C(=O)OCC(=O)NCCCc1ccccc1	-6
35	Cc1cn([C@H]2C[C@H](O)[C@@H](CNC(=O)[C@H](N)Cc3cccnc3)O2)c(=O)[nH]c1=O	-3
36	O=C1CCCN1c1ccc(S(=O)(=O)Oc2cccc(Cl)c2)cc1[N+](=O)[O-]	9
37	Cc1nn(CC(=O)c2ccc3c(c2)OCCO3)c(=O)c(C#N)c1C	12
38	CCOC(=O)C1=C(C)NC(C)=C(C(=O)OCC)C1C(=O)OCC(=O)NCc1ccccc1OC	0
39	O=C(COc1ccccc1[N+](=O)[O-])Nc1cccc(S(=O)(=O)N2CCCC2)c1	-7
40	C[C@@H]1CN([C@H](C)CO)C(=O)c2cc(Br)cnc2O[C@@H]1CN(C)C(=O)CC1CC1	-9

# Some of the entries above, reformatted:
33	Cc1cc(C)n2nc(SCC(=O)NC3(C#N)CCCCC3)nc2n1
  RXFP1 antagonist: -2

34	Cn1cccc1C(=O)OCC(=O)NCCCc1ccccc1
  RXFP1 antagonist: -6

35	Cc1cn([C@H]2C[C@H](O)[C@@H](CNC(=O)[C@H](N)Cc3cccnc3)O2)c(=O)[nH]c1=O
  RXFP1 antagonist: -3

36	O=C1CCCN1c1ccc(S(=O)(=O)Oc2cccc(Cl)c2)cc1[N+](=O)[O-]
  RXFP1 antagonist: 9

# (cont.)
cpd	SMILES	RXFP1 antagonist
41	Cc1ccc(S(=O)(=O)N2CCC[C@H]2C(=O)Nc2ccc(F)cc2C)cc1	-1
42	Oc1cccnc1CN1CCOCC1	-14
43	Cc1cc(Cl)ccc1OCC(=O)N/N=C1\CCCc2ccccc21	5
44	CN(CC(=O)Nc1c(Cl)cccc1Cl)CC(=O)N1CCc2ccccc21	3
45	CCCCn1c(N)c(N(CCOC)C(=O)CSc2nnc(-c3ccco3)n2CC)c(=O)[nH]c1=O	9
46	Cc1ccc(C(=O)NNC(=S)NC(=O)c2ccccc2)cc1	1
47	CC(NC(=O)c1ccncc1)c1ccc(Br)cc1 (centres undefined)	-11
48	CCOC(=O)/C(=C(/C)N)C1CC(=O)NC1=O (centres undefined)	-4
49	COc1ccc(C(=O)NCC2(c3ccc(OC)c(OC)c3)CCCC2)cc1OC	-5
50	COc1cccc(C(C)=C2SC(=S)NC2=O)c1	-4
51	NS(=O)(=O)c1cccc(NC(=O)CSc2n[nH]c(-c3ccccc3Br)n2)c1	6
52	CCN(CC)C(=O)C1=C(C)N(Cc2ccccc2)C(=O)C(CC(=O)NCCc2ccccn2)C1 (centres undefined)	0
53	FC(F)(F)C1=NNC(c2ccc3ccccc3c2)=NN1	-8
54	Cc1cc(C)c(-c2c(O)c3ccccc3n(C)c2=O)c(C)c1	9
55	COc1ccccc1/C=C/C(=O)OCC(=O)NC(=O)NC1CCCC1	-15
56	Cc1ccccc1OCc1nnc(SC(C)C(=O)O)n1-c1ccccc1 (centres undefined)	-2
57	NC(CS)C(=O)O (centres undefined)	6
58	Cc1cscc(C)c1=S	-15
59	Cc1ccc(NC(=O)COC(=O)CC2CCCC2)cc1F	-8
60	Nc1nc(SCc2ccc(Cl)cc2Cl)c2ncn(C3OC(CO)C(O)C3O)c2n1 (centres undefined)	-4
61	O=S(=O)(c1ccc(F)cc1)N1CCN(CCOc2ccccc2)CC1	-1
62	CN(C)Cc1c[nH]c2nccnc12	6
63	CN(Cc1ccccc1)S(=O)(=O)c1ccc(NC(=O)c2ccccc2C(=O)O)cc1	-5
64	Cc1c(N)cccc1C(F)(F)F	-9
65	O=C1CC(=Nc2ccc([N+](=O)[O-])cc2)NN1c1c(Cl)cc(Cl)cc1Cl	-10
66	COc1ccc(OC)c(CNC(=O)COc2cc(=O)n(C)c3ccccc23)c1	-6
67	CCc1nnc(NC(=O)CSc2nnc3scc(-c4ccc(C)cc4)n23)s1	-15
68	COc1ccc2c(c1)C(c1ccc([N+](=O)[O-])cc1)=NNC(c1ccco1)=N2	5
69	COc1ccc(C(=O)COC(=O)[C@@H](NS(=O)(=O)c2ccccc2)C(C)C)cc1	-17
70	COc1cccc(CC(=O)OCC(=O)c2cc(OC)c(OC)c(OC)c2)c1	-11
71	CC(C)Cc1csc(=S)[nH]1	17
72	COCc1ccc(CN2CCC(n3nccc3NC(=O)c3ccc4c(c3)OCO4)CC2)o1	0
73	Cc1n[nH]c(=O)n(N=Cc2c[nH]c3ccccc23)c1=O	7
74	O=C(O)C(O)(c1ccccc1)C(O)c1ccccc1 (centres undefined)	6
75	Cc1ccc(S(=O)(=O)N2CCOCC2)cc1NC(=O)COC(=O)/C=C/c1ccc(F)cc1	-3
76	Cc1noc(C)c1CSCC(=O)Nc1ccccc1N1CCCC1	11
77	O=C(COC(=O)c1ccccc1Br)NC(=O)NCc1ccccc1	-1
78	C[C@H](CO)N1C[C@H](C)[C@H](CN(C)S(=O)(=O)c2cn(C)cn2)OCc2cnnn2CCCC1=O	-4
79	CCC(CC)CC1CN2CCc3cc(OC)c(OC)cc3C2CC1(O)CC (centres undefined)	-2
80	COC(=O)Cn1ccnc1[N+](=O)[O-]	7

# Entries from the list above with a furan ring, fused or not (six):
cpd	SMILES	RXFP1 antagonist
1	O=C(OCC(=O)N1CCc2ccccc21)c1ccc(Br)o1	-1
3	N#Cc1ccsc1NC(=O)COC(=O)c1ccc(Br)o1	0
31	CCOc1cc(/C=N/NC(=O)C(O)(c2ccccc2)c2ccccc2)ccc1OC(=O)c1ccco1	-9
45	CCCCn1c(N)c(N(CCOC)C(=O)CSc2nnc(-c3ccco3)n2CC)c(=O)[nH]c1=O	9
68	COc1ccc2c(c1)C(c1ccc([N+](=O)[O-])cc1)=NNC(c1ccco1)=N2	5
72	COCc1ccc(CN2CCC(n3nccc3NC(=O)c3ccc4c(c3)OCO4)CC2)o1	0

# Next section:
cpd	SMILES	RXFP1 antagonist
81	CCCCN(C(=O)c1cccc(-c2ccc(OC(C)=O)cc2)c1)c1c(N)n(CCC)c(=O)[nH]c1=O	7
82	COc1ccc(C2(C)NC(=O)N(CC(=O)NC3CC3)C2=O)cc1 (centres undefined)	-2
83	C[C@@H]1CN([C@H](C)CO)C(=O)CCCn2nncc2CO[C@@H]1CN(C)C(=O)Nc1ccc(N2CCN(C)CC2)cc1	6
84	COc1ccccc1CNC(=O)c1csc(Cc2ccc(Cl)cc2)n1	-13
85	C[C@@H]1CN([C@H](C)CO)C(=O)c2cc(C3=CCCCC3)cnc2O[C@@H]1CN(C)Cc1ccccc1C(=O)O	-4
86	O=C1CCC([N+](=O)[O-])C(c2ccc(C(F)(F)F)cc2)N1 (centres undefined)	-4
87	O=C(O)C1C2CCC(C2)C1C(=O)NCc1ccccn1 (centres undefined)	-11
88	C[C@H](CO)N1C[C@H](C)[C@H](CN(C)C(=O)Nc2ccc(C(F)(F)F)cc2)Oc2ncc(-c3cccnc3)cc2C1=O	13
89	CC(=O)NC(CC(=O)N1CCCC1)c1ccccc1 (centres undefined)	4
90	CCn1ncc(CN2CCC(n3nccc3NC(=O)c3ccccc3Cl)CC2)c1C	1
91	O=C(CN1C(=O)C(=O)N(CCC2=CCCCC2)C1=O)c1c[nH]c2ccccc12	-66*
92	COc1ccc(N2CCN(C(=O)CSc3nnc(C4CC4)n3C3CC3)CC2)cc1	-3
93	CC(C)=C(c1ccc(Cl)cc1)c1c(N)ncnc1N	-10
94	O=C(NNC(=O)C1CC1)c1ccc(F)cc1F	-1
95	COc1ccccc1N(CC(=O)N1CCCC1)S(=O)(=O)c1cc([N+](=O)[O-])ccc1Cl	10
96	O=C(N/N=C\c1ccccn1)c1cccc(C(=O)N/N=C\c2ccccn2)n1	-21
97	CCc1ccc(C(C)NC(=O)COC(=O)c2ccc(-n3cnnn3)cc2)cc1 (centres undefined)	3
98	C[C@H](CO)N1C[C@H](C)[C@H](CN(C)S(=O)(=O)c2cccc(F)c2)Oc2ncc(-c3cccc(C(=O)N(C)C)c3)cc2C1=O	-1
99	O=C(O)c1ccccc1C(=O)NNc1ccc(F)cc1	-1
100	Nc1ccc2c(c1)C(=O)c1ccc(Cl)cc1-2	6
101	CCN(CCCNC(=O)COc1cc(=O)n(C)c2ccccc12)c1ccccc1	-3
102	CCN1C(=O)[C@H]2[C@@H](c3ccccc3)N[C@]3(CCCN(Cc4ccccc4)C3=O)[C@H]2C1=O	1
103	O=C(C[C@H]1C[C@H]2c3cc(NS(=O)(=O)c4ccc(F)cc4)ccc3O[C@H]2[C@H](CO)O1)NCc1cc(F)ccc1F	-10
104	O=C(NC(=S)Nc1ccccc1CO)C1CCCCC1	2
105	COc1ccccc1C=NNc1ccc([N+](=O)[O-])cn1	-3
106	O=C(CN1C(=O)NC2(CCCc3ccccc32)C1=O)c1ccccc1F (centres undefined)	-6
107	COc1ccc(NC(=O)C[C@H]2C(=O)N(c3ccccc3)C[C@@H]2CSC)cc1	-3
108	CCCCCCN1C[C@H](O)[C@@H](n2cc(-c3ccc(F)cc3)nn2)C[C@@H]1c1ccc(C)cc1	6
109	CN1C(=O)[C@H]2[C@@H](c3ccccc3)N[C@]3(CCCN(Cc4ccc(F)cc4)C3=O)[C@H]2C1=O	-1
110	Cc1ccc(S(=O)(=O)N2CCCCC2C(=O)Nc2ccc(N(C)C)cc2)cc1 (centres undefined)	-8
111	Cc1ccc(NC(=O)CNC(=O)c2ccc(OC(F)F)cc2)cc1S(=O)(=O)N1CCCCCC1	3
112	N#Cc1ccc(-c2nc3ccc(Br)cn3c2Cc2ccccc2)cc1	-1
113	O=C(NN=Cc1cc([N+](=O)[O-])ccc1O)c1cccc2ccccc12	-8
114	O=C(Nc1ccccc1)Nc1ccc(Nc2ccccc2)cc1	-6
115	O=C(c1ccoc1)N1CCN(c2cc(-c3ccccc3)nc3cc(-c4ccc(Br)cc4)nn23)CC1	16
116	CCN1C(=O)C(=O)N(CC(=O)Nc2cccc(C(F)(F)F)c2)C1=O	-7
117	CCNC(=S)N1CCC(C(=O)c2ccc(F)cc2)CC1	2
118	COc1cc(C(=O)NCCCNC(=O)c2cc(OC)c(OC)c(OC)c2)cc(OC)c1OC	-5
119	C#CCN(C[C@@H]1[C@@H](OC(=O)NC2CC2)[C@@H](OC(=O)NC2CC2)CN(C(=O)OC(C)C)N1C(=O)OC(C)C)S(=O)(=O)c1ccc(C)cc1	11
120	O=C(O)c1cccc2c1-c1c(cccc1[N+](=O)[O-])C2	-4
121	CN(C)CCNCCCNc1c2ccccc2nc2cccc([N+](=O)[O-])c12	1
122	Cc1ccc(C(=Cc2ccc([N+](=O)[O-])cc2)C(=O)O)cc1	3
123	O=C1[C@H]2[C@@H](c3ccc(C(F)(F)F)cc3)N[C@]3(CCCN(Cc4ccc(Br)cc4)C3=O)[C@H]2C(=O)N1Cc1ccccc1	-7
124	c1ccc(COc2ncnc3c2ncn3CCCNCc2cccs2)cc1	-2
125	O=C(COC(=O)Cn1cnc2ccccc21)Nc1ccc(Br)cc1	0
